# Screening data: PubChem BioAssay, The Scripps Research Institute Molecular Screening Center
# TbREL1 inh = TbREL1 inhibition, primary screen | P86926 | TbREL1 RNA ligation, FRET fluorescence | inhibition, % at 9.66 µM | 89,000 compounds, 0.49% hits | AID 1117264;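 active means inhibition above the mean inhibition across all screened compounds plus 3 SD, cut at about 11% in these data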;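 further: 0% = plate median of test wells and 100% = NSC42067 control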
# Target sequence (P86926 whole entry, looked up): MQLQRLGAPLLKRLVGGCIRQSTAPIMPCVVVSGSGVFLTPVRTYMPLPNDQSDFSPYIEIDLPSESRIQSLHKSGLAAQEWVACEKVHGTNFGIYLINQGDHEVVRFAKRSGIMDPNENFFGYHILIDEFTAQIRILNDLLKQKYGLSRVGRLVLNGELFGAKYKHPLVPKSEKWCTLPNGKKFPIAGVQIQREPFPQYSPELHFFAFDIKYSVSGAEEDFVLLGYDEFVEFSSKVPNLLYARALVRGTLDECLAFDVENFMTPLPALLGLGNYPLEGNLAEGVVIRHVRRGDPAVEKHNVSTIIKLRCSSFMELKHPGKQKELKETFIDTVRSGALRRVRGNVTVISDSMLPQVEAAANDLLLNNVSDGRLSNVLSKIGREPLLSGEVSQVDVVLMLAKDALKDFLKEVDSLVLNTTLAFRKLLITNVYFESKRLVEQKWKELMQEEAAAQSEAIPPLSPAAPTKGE
# * hit, by the source's call. Only part of the results is shown (hit frequency here may not be typical).
SMILES,TbREL1 inh
COc1ccc2cc3cc(C(=O)Nc4ccc(F)cc4)sc3nc2c1,8.6
O=C(N/N=C/c1cccs1)c1c[nH]c2ccccc12,1.4
COC(=O)CN1CCN(C(=O)c2csc(N3CCOCC3)n2)CC1,2.4
O=C(N/N=C/c1ccc[nH]1)c1ccncc1,-3.6
CNC(=O)CO/N=C/c1ccc(N(C)C)cc1,-0.7
CCn1c(SCc2ccc([N+](=O)[O-])cc2)nnc1C(C)NC(=O)c1ccccc1Br (configuration not stated),-3.9
COc1ccc(-n2c(Cc3cccn3C)nnc2SCC(=O)Nc2ccc(C(C)=O)cc2)cc1,-6.5
CC(O)CNc1nc2sc3c(c2c(=O)n1Cc1ccco1)CCCCC3 (configuration not stated),-3.4
CC1(OC(=O)C2CCCC2)C(=O)C=C2C=C(c3ccsc3)N(C3CC3)C=C2C1=O (configuration not stated),-2.7
CN(C)C(=O)c1cc2c(c(-c3cccc(-c4ccccc4F)c3)n1)[C@@H](CCO)N(S(C)(=O)=O)C2,-0.4
COc1ccc(CNc2nc3nc(C)c(Cl)c(C)n3n2)cc1OC,-0.6
COc1cc(-c2noc(C)c2/C=C/c2cccc([N+](=O)[O-])c2)cc(OC)c1OC,-1.6

# Reprinted from the part before: three compounds; new compounds follow.
SMILES,TbREL1 inh
CN(C)C(=O)c1cc2c(c(-c3cccc(-c4ccccc4F)c3)n1)[C@@H](CCO)N(S(C)(=O)=O)C2,-0.4
COc1ccc(CNc2nc3nc(C)c(Cl)c(C)n3n2)cc1OC,-0.6
COc1cc(-c2noc(C)c2/C=C/c2cccc([N+](=O)[O-])c2)cc(OC)c1OC,-1.6
COc1ccc(C(=O)N2CCN(c3ccc(C)c(C)c3)CC2)cc1OC,-2.5
O=C1CCC[C@H]2C[C@H](NCc3ccc(Cl)cc3)CC[C@]23CCCN13,10.2
COc1cccc(CNCCc2c[nH]c3ccccc23)c1OCc1ccc(F)cc1,3.1
Cc1ccc(-n2ncc3c(NCCCn4ccnc4)ncnc32)c(C)c1,-0.5
Cc1ccn(CCC(=O)NC2CCCc3c2cnn3-c2cccc(C)c2C)n1 (configuration not stated),-2.5
O=C(N/N=C\CCc1ccccc1)c1ccco1,2.1
O=C(CN1CCN(C(=O)c2c(F)cccc2F)CC1)Nc1ccccc1F,-2.1
COc1ccc(CCNC(=O)C2CC3Cn4c(nc5ccccc54)C3N2C)cc1 (configuration not stated),4.9
CSC1=NC(=O)/C(=C\c2cccc3ccccc23)S1,1.5
N/C(=N\OC(=O)Cc1ccccc1[N+](=O)[O-])c1cccc(Br)c1,1.4
CCCCn1c2c(c(=O)n(C)c1=O)C(c1ccc(OC)cc1)N1CCCCCC1=N2 (configuration not stated),-1.0
CC(C)Cc1cc(CNC(=O)C2CCC(=O)N(CCc3cccc(F)c3)C2)on1 (configuration not stated),-2.0
COC(=O)c1c(C)noc1-c1snnc1C,1.5
O=C(COC(=O)c1ccc(Br)o1)NC1CCCc2ccccc21 (configuration not stated),2.4
CCOC(=O)C1CCN(C(=O)c2cccc(S(=O)(=O)N3CCc4ccccc43)c2)CC1,-0.7
CCC1CCCCN1C(=S)NC(=O)c1cc(S(=O)(=O)N2CCOCC2)ccc1C (configuration not stated),6.4
COCCN1C(=O)c2oc3ccccc3c(=O)c2C1c1cccc(O)c1 (configuration not stated),0.9
CCCc1[nH]nc2c1C(/C(C)=C/c1ccccc1)C(C#N)=C(N)O2 (configuration not stated),-3.5
Cc1ccc(Cc2c(-c3ccc(Br)cc3)nc3ccc(Cl)cn23)cc1,-0.6
CC(C)(C)NC(=O)C(OC(=O)c1ccco1)c1ccc(Cl)cc1 (configuration not stated),-2.5
CCOc1cc(CNCCO)c(Cl)cc1OCC(=O)NCCc1ccccc1,-4.5
O=C(OC1CC2CC1[C@H]1CCCCN1C2=O)N1CCCCC1 (some centres not stated),-0.4
COc1c(S(=O)(=O)N2CCN(c3ccc(F)cc3)CC2)ccc(Cl)c1Cl,0.4
O=C(CCN1C(=O)C2C3C=CC(C3)C2C1=O)Nc1ccc2ncccc2c1 (configuration not stated),-0.6
CC(=NCCc1ccccc1)C1=C(O)COC1=O,0.8
Clc1ccc2nc(CN3CCCCCC3)cn2c1,2.1
C=CCNC(=O)N1C2=NC(C(=O)OC)=C(C(=O)OC)[C@@H]3N(Cc4ccccc4)c4ccccc4[C@]23C[C@H]1C(=O)OC,-1.4
COc1ccc2nc(-c3ccccc3)cc(C(=O)N3CCC3)c2c1,4.0
CCCn1c(=C(C#N)C#N)s/c(=C2\C=Cc3ccccc3N2CC)c1=O,2.5
Fc1ccc(NC(=S)N2CCc3[nH]c4ccccc4c3C2)cc1,-8.0
CCc1ccc(NC(=O)C2CCCN(S(=O)(=O)c3ccc4[nH]c(=O)ccc4c3)C2)cc1 (configuration not stated),4.5
CCOC(=O)C1(Cc2cccc(Cl)c2)CCCN(C(=O)c2ccnn2C)C1 (configuration not stated),-1.2
CCN(CC)S(=O)(=O)N1CCC(C(=O)NC2CCCC2)CC1,2.7
CN1CCN(NC(=O)c2cccc3ccccc23)CC1,9.5
CC(=O)c1c(C)[nH]c(C(=O)OCC(=O)Nc2cc(S(=O)(=O)N3CCCCC3)ccc2C)c1C,7.3
NS(=O)(=O)c1ccc(NC(=O)c2cccc3ccccc23)cc1,2.1
O=C(NCc1ccccn1)c1cc(-c2ccc(Cl)cc2)oc1C(F)(F)F,5.5
CN(C(=O)CCN1C(=O)/C(=C/c2ccccc2)SC1=S)C1CCS(=O)(=O)C1 (configuration not stated),-2.0
Cc1cc(Nc2ccc(C(C)C)cc2)n2ncnc2n1,-0.7
COC(=O)c1ccc(NC(=O)CSc2ccccn2)cc1,-2.4
Cn1nc(C(F)(F)F)c(C(=O)Nc2ccc(F)cc2F)c1Sc1cccc(Cl)c1,-1.6
O=C(NCCc1ccccc1F)c1cc2ccccn2n1,1.5
CN(C)CCCNc1nc2cc(-c3cccc(C(F)(F)F)c3)sc2c(=O)n1C,3.1
CC1CN(S(=O)(=O)c2cccc(C(=O)Nc3ccccc3N3CCCCC3)c2)CC(C)O1 (configuration not stated),8.6
Cc1ccc(C(=O)COC(=O)CN2C(=O)C3C4CC(C(Br)C4Br)C3C2=O)cc1 (configuration not stated),-1.6
Cc1ccc(S(=O)(=O)N[C@H](C(=O)N2CCC(C(=O)N3CCC[C@H]3C(=O)O)CC2)C(C)C)cc1,3.0
CC(C)(C)S(=O)(=O)c1ccccc1C(=O)O,1.4
CSc1ccccc1NC(=O)CSc1n[nH]c(N)n1,1.9
Cn1c(=O)c2c(nc(CN3CCC(C(N)=O)CC3)n2Cc2ccccc2Cl)n(C)c1=O,2.5
O=C(NCc1ccc(F)cc1)C1CCC(=O)N1CCc1ccccc1 (configuration not stated),0.7
CCOC(=O)C1C(=O)NC(SC)=C(C#N)C1c1ccccc1F (configuration not stated),-1.6
CCN=c1scc(C)n1/N=C/c1ccc(O)c(O)c1O,13.1*
COc1ccccc1CN1CC(C(=O)NCc2cccnc2)CC1=O (configuration not stated),-3.2
CCN(CC)CCCN(Cc1cc2cc3c(cc2[nH]c1=O)OCO3)C(=S)NC,-2.4
COc1ccc(NC(=O)Nc2ccc3[nH]ccc3c2)cc1,-5.6
Cc1ccc(Cl)cc1N1CCN(Cc2nc3c(c(=O)[nH]c(=O)n3C)n2Cc2ccccc2F)CC1,0.1
COc1cccc(/C=C2\CCCCC2=O)c1,-1.9
Nc1nccc(-c2ccc(-n3cccc3)cc2)n1,-0.3
COc1ccc(S(=O)(=O)N2CCOCC2)cc1NC(=O)CC1CCCC1,4.8
CCOC(=O)c1cn2nc(N3CCCC3)ccc2n1,-0.6

# Following part
SMILES,TbREL1 inh
CC(=O)c1c(C)[nH]c(C(=O)OCC(=O)NCc2cccs2)c1C,-0.5
CN(C)/C=C1\C=C(c2ccccc2)OC1=O,-0.9
Cc1nc(SCC(=O)Nc2ccccc2C(F)(F)F)c2c(=O)n(C)c(=O)n(C)c2n1,2.8
CCOc1cc(Cl)c(NC(=O)c2ccco2)cc1OCC,0.7
CCOc1ccc(CCNC(=O)c2ccccn2)cc1OCC,-4.5
COc1ccc(NC(=S)Nc2ccc(C)c(Cl)c2)cc1OC,-1.6
COC(=O)c1c(NC(=O)C2c3ccccc3Oc3ccccc32)sc(C)c1C,7.9
CCN(C(=O)CSc1n[nH]c(-c2ccc(OC)cc2)n1)c1c(N)n(Cc2ccccc2)c(=O)[nH]c1=O,-2.9
C=CCN=C(NC#N)SCCc1ccccc1,0.5
CSC1=C(C#N)C(c2ccccc2Cl)C2=C(N1)c1ccccc1C2=O (configuration not stated),1.2
CCn1c(Cc2cccs2)nnc1SCC(=O)Nc1ccccc1-c1ccccc1,0.6
Cc1nn(Cc2ccccc2)c(=O)c2nn(-c3ccc(Cl)cc3)c(C)c12,1.4

# Two entries picked at random from the list so far, as already listed:
SMILES,TbREL1 inh
CCOc1cc(Cl)c(NC(=O)c2ccco2)cc1OCC,0.7
Cc1nc(SCC(=O)Nc2ccccc2C(F)(F)F)c2c(=O)n(C)c(=O)n(C)c2n1,2.8

# Returning to the listing, starting 7 compounds before the break.
SMILES,TbREL1 inh
COc1ccc(NC(=S)Nc2ccc(C)c(Cl)c2)cc1OC,-1.6
COC(=O)c1c(NC(=O)C2c3ccccc3Oc3ccccc32)sc(C)c1C,7.9
CCN(C(=O)CSc1n[nH]c(-c2ccc(OC)cc2)n1)c1c(N)n(Cc2ccccc2)c(=O)[nH]c1=O,-2.9
C=CCN=C(NC#N)SCCc1ccccc1,0.5
CSC1=C(C#N)C(c2ccccc2Cl)C2=C(N1)c1ccccc1C2=O (configuration not stated),1.2
CCn1c(Cc2cccs2)nnc1SCC(=O)Nc1ccccc1-c1ccccc1,0.6
Cc1nn(Cc2ccccc2)c(=O)c2nn(-c3ccc(Cl)cc3)c(C)c12,1.4
Cc1ccc(C(=O)NNC(=O)c2ccc(NS(=O)(=O)c3cccs3)cc2)s1,1.5
Cc1ccc(/C=N/NC(=O)c2cc3c(ccc4ccccc43)o2)cc1[N+](=O)[O-],0.4
CC(=O)N1CCN(Cc2nc3cc(NC(=O)c4ccc(F)cc4)ccc3n2C)CC1,0.3
CCC(C)(C(=O)NC1CCCCC1)N(C)C(=O)c1ccc2c(c1)OCO2 (configuration not stated),-0.8
CC(C)CC(=O)Nc1cccc(C(C)O)c1 (configuration not stated),3.5
O=C(Nc1ncc(Cc2ccccc2)s1)C1COc2ccccc2O1 (configuration not stated),3.5
O=C(O)CC(NC(=O)C1CCCCC1)c1cc([N+](=O)[O-])ccc1Cl (configuration not stated),-2.4
CCS(=O)(=O)c1ccc(O)c(NC(=O)NC2CCCCC2)c1,-0.5
CCCCNC(=O)NCC1CCN(Cc2ccc(OC)cc2)CC1,5.4
COc1cccc(NC(=O)CSc2nnc(NC(=O)C3CC3)s2)c1,-1.5
COc1ccc(NC(=O)CN(C)C2CCCCC2)cc1Cl,-1.7
CCOC(=O)C1(C)CCCN(C(=O)COc2ccccc2)C1 (configuration not stated),0.5
Cc1sc2nc(NCCO)[nH]c(=O)c2c1C,-1.0
CC1(NC(=O)C23CC4CC(CC(C4)C2)C3)CCS(=O)(=O)C1 (configuration not stated),1.3
Cc1cccc(NC(=O)CN2C(=S)NC(C)(C)CC2C)c1C (configuration not stated),-4.9
NC(=O)[C@@H]1CCCN1Cc1c(C(=O)N2CCN(C3CCCCC3)CC2)nc2ccccn12,-0.2
Nc1nc(SCn2nnc3ccccc3c2=O)n[nH]1,-2.8
Cn1cccc1-c1cc(C(=O)N/N=C/c2cc(Br)ccc2O)[nH]n1,-1.8
O=C(C1=C[C@@H](c2ccc(C(F)(F)F)cc2)C[C@@H](OCc2ccc(CO)cc2)O1)N1CCN(Cc2ccccc2)CC1,4.8
Cc1onc(-c2c(Cl)cccc2Cl)c1NC(=O)NN(C)C,2.5
CC(C)C(=O)N(Cc1cc2ccccc2[nH]c1=O)C(C)(C)C,-2.7
Cc1cccc(C)c1NC(=O)C(c1cccs1)N(Cc1ccco1)C(=O)Cn1nnc2ccccc21 (configuration not stated),-2.7
CCOc1ccc(-n2c(SCC(=O)Nc3ccc(OCc4ccccc4)cc3)nnc2-c2ccc(Cl)cc2)cc1,-4.6
O=C(O)c1ccc(Cl)c(NC(=O)C2CCCN2S(=O)(=O)c2cccc3nsnc23)c1 (configuration not stated),-2.2
CC(=O)N1CCc2c1cccc2S(=O)(=O)NC(CC(C)C)C(=O)Nc1ccc(F)cc1Cl (configuration not stated),-4.1
CC(NC(=O)c1cnccn1)c1ccc(S(N)(=O)=O)cc1 (configuration not stated),-1.6
Cc1cc(NC(=O)CSc2ccc(-c3ccc(Br)cc3)nn2)no1,-0.1
COc1ccc(N(C)S(=O)(=O)c2cccc(C(=O)Nc3nc(C)c(C(C)=O)s3)c2)cc1,-1.5
CCCCc1nnc(NC(=O)Cn2cnc3ccccc3c2=O)s1,0.8
O=c1c2ccccc2nc2n1C(CSc1ccc(Br)cc1)CN2 (configuration not stated),1.9
CS(=O)(=O)N(CC(=O)Nc1ccccc1Sc1ccccc1)C1CCCCC1,-0.5
O=C(CN1C(=O)C2CC=C(Cl)CC2C1=O)NCc1ccccc1 (configuration not stated),-3.4
CCCCN1CCN(C2=Nc3ccccc3Sc3ccccc32)CC1,0.4
Cc1cc(Nc2ccccc2)n(C(=O)c2ccc(N)cc2)n1,0.2
Clc1ccc2[nH]c(-c3ccccc3)cc2c1,1.7
Cc1nc2ccc(NC(=O)N3CCSCC3)cc2nc1C,2.3

# Three entries out of the list, arranged by SMILES length, descending.
SMILES,TbREL1 inh
CC(NC(=O)c1cnccn1)c1ccc(S(N)(=O)=O)cc1 (configuration not stated),-1.6
O=c1c2ccccc2nc2n1C(CSc1ccc(Br)cc1)CN2 (configuration not stated),1.9
Clc1ccc2[nH]c(-c3ccccc3)cc2c1,1.7

# Remaining list, next part
SMILES,TbREL1 inh
CCOC(=O)/C=C/C(=O)N1CCN(C(=O)/C=C/C(=O)OCC)CC1,4.5
CC(=O)Nc1ccc(S(=O)(=O)N(C)CC(=O)NC2CCCC(C)C2C)cc1 (configuration not stated),-1.4
O=C1NC(NS(=O)(=O)c2ccccc2)(C(F)(F)F)C(=O)N1c1cccc(Cl)c1 (configuration not stated),2.1
Cc1cc(C)c(S(=O)(=O)Nc2ccc(-c3cn4ccccc4n3)cc2)c(C)c1,-3.6
Cc1cc(C)nc(NC(N)=S)n1,-3.3
Cc1nnc(SCC(=O)Nc2cc(C(N)=O)cc(C(N)=O)c2)n1-c1ccccc1,2.8
CCOc1ccc(C(=O)NCCCCNC(=O)c2ccc(OCC)cc2)cc1,-1.0
